# TAG inh: inhibitors of triacylglycerol accumulation. H9c2 cells, Nile Red lipid (TAG) fluorescence; cells loaded with 200 µM oleic acid. inhibition, % at 12.5 µM. 0.66% of 230,000 active. AID 651582;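 active = pattern-corrected inhibition of lipid staining of at least 50% with the nuclear-stain viability signal not falling by more than 50%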;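 note: 0% = DMSO wells and 100% = triacsin C control wells; some results filed as inactive read as strong as hits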
# TAG inh DAPI viability: recorded beside TAG inh, whose call it bears; DAPI nuclei signal change (viability), lower = more cytotoxic, %;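 whole-well DAPI fluorescence read on a plate reader as a viability signal; minus 50 percent equals half of cells still viable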
# * = called active by the depositor. A portion of the library. The share of hits here may be higher or lower than overall.
# Every second line gives: TAG inh	TAG inh DAPI viability
> Cn1c(=O)[nH]c(=O)c2c1ncn2CCN1CCOCC1
→ 23	-15
> Cn1c(N=Nc2ccc(N3CCOCC3)cc2)[n+](C)c2ccccc21
→ 51*	-8.5*
> CCOC(=O)N1C(=O)[C@](c2ccc(Cl)cc2)(C(C)C)N1C(=O)OCC
→ -13	4
> Cn1nnc2c(C(N)=O)ncn2c1=O
→ 7	-1
> O=C(Cc1ccc(Cl)cc1)Nc1ccc2c(c1)C(=O)NC2=O
→ -5	2
> CC(=O)c1cccc(NC(=O)CC2SC(N3CCCCC3)=NC2=O)c1 (configuration not stated)
→ 13	-14
> N/C(=N\OC(=O)C12CC3CC(CC(C3)C1)C2)c1ccncc1
→ -12	-4
> CCn1c(CNC(=O)C(C)(C)C)nc2ccccc21
→ 5	-7
> c1coc(-c2nc(-c3ccncc3)no2)c1
→ 10	2
> Cc1cc(Cl)c(C)c(S(=O)(=O)N2CCN(CC(=O)N3CCOCC3)CC2)c1Cl
→ 8	-6

# The list goes on.
# Every second line gives: TAG inh	TAG inh DAPI viability
> CCCCCCCCCSc1n[nH]c(N)n1
→ 0	3
> COc1ccccc1NC(=O)C1CCCN(c2nc(C)cc(C)n2)C1 (configuration not stated)
→ -8	-13
> COc1cccc(NC(=O)CSc2nc3ccccc3nc2N2CCOCC2)c1
→ -3	-7
> CC(C)CCNC(=O)C(c1ccco1)N(Cc1cccs1)C(=O)Cn1nnc2ccccc21 (configuration not stated)
→ 5	-2
> CCOc1ccc(N2C(=O)/C(=C/c3ccco3)N(C)C2=S)cc1
→ -30	17
> N#Cc1ccccc1S(=O)(=O)Nc1ccc2c(c1)C(=O)OC2
→ 7	-9
> O=c1c2[nH]c3ccc(F)cc3c2ncn1CCC1=CCCCC1
→ -56	13
> COc1ccc(NC(C)=O)cc1NC(=O)CN1CCN(c2ccccn2)CC1
→ -6	-1
> Cc1ccc(O)c(Nc2nc(-c3ccccc3)nc3ccccc23)c1
→ 30	14
> O=C1CC(/C=C/c2ccc([N+](=O)[O-])cc2)=Nc2ccccc2N1
→ 28	-12

# The list continues.
# Every second line gives: TAG inh	TAG inh DAPI viability
> O=C(COC(=O)C1COc2ccccc2O1)Nc1ccccc1OC(F)F (configuration not stated)
→ 7	-1
> CC(CN(C)C)CN1c2ccccc2Sc2ccccc21 (configuration not stated)
→ 34	-18
> COc1ccc(N2CCN(C(CNC(=O)C(=O)NCc3ccncc3)c3ccco3)CC2)cc1 (configuration not stated)
→ 4	-8
> CC1([N+](=O)[O-])COC(c2cccc3ccccc23)OC1 (configuration not stated)
→ -1	1
> COc1cccc(C(NC(C)=O)c2nc(-c3cccc(C#N)c3)cs2)c1 (configuration not stated)
→ -9	-2
> O=C(CSc1nnc(Cc2cccs2)n1C1CC1)NC1CCS(=O)(=O)C1 (configuration not stated)
→ -5	-23
> CC(C)CC(=O)NC(NC(=O)CC(C)C)c1cccc([N+](=O)[O-])c1
→ 1	-2
> O=C(COc1ccccc1)Nc1nnc(-c2ccc(Cl)s2)o1
→ 7	0
> CC(C)c1cccc(C(C)C)c1NC(=O)c1ccccc1
→ 11	0
> O=C(c1cccnc1)N(c1cc2sc(=O)oc2c2ccccc12)S(=O)(=O)c1ccccc1
→ 7	4

# Some of the entries so far, field by field.
mol: CC1([N+](=O)[O-])COC(c2cccc3ccccc23)OC1 (configuration not stated)
  TAG inh: -1	TAG inh DAPI viability: 1

mol: CC(CN(C)C)CN1c2ccccc2Sc2ccccc21 (configuration not stated)
  TAG inh: 34	TAG inh DAPI viability: -18

mol: O=C(c1cccnc1)N(c1cc2sc(=O)oc2c2ccccc12)S(=O)(=O)c1ccccc1
  TAG inh: 7	TAG inh DAPI viability: 4

mol: O=C(COC(=O)C1COc2ccccc2O1)Nc1ccccc1OC(F)F (configuration not stated)
  TAG inh: 7	TAG inh DAPI viability: -1

# Later entries.
# Every second line gives: TAG inh	TAG inh DAPI viability
> CC1(C(=O)NS(=O)(=O)C2CC2)CCCN(C(=O)c2cccc(OC(F)(F)F)c2)C1 (configuration not stated)
→ -5	-9
> O=C(O)Cn1c2c(c3ccccc31)CCCC2
→ 7	-6
> CN(C)S(=O)(=O)Nc1cccc(Br)c1
→ -4	6
> O=c1[nH]c2ccc([N+](=O)[O-])cc2nc1/C=C(\O)c1ccccc1
→ -45	2
> CCOCCCN1C(=O)C(=O)N(CC(=O)N2c3ccccc3NC(=O)CC2C)C1=O (configuration not stated)
→ 1	-1
> O=C(NC1CCCCC1)N1CCCc2ccccc21
→ 2	5
> COc1cc(NC(=O)Nc2c(C)n(C)n(-c3ccccc3)c2=O)cc(OC)c1OC
→ 6	-9
> O=C(C1CCCN(S(=O)(=O)c2ccc(F)cc2)C1)N1CCOCC1 (configuration not stated)
→ -66	2
> Cc1cc(C)n2nc(-c3ccccc3)c(-c3ccccc3)c2n1
→ 13	9
> CCOC(=O)CN1C(=N)N(c2nc(NC(C)C)nc(OC)n2)CC1=O
→ -3	6

# More structures
# Every second line gives: TAG inh	TAG inh DAPI viability
> O=C(Nc1ncc(C(F)(F)F)cc1Cl)C1COc2ccccc2O1 (configuration not stated)
→ -10	-1
> Cn1c(SCCN2CCCCC2)nnc1-c1ccccc1Br
→ 3	12
> COc1cc(C(=O)NCCCNC(=O)c2cc(OC)c(OC)c(OC)c2)cc(OC)c1OC
→ -1	-8
> O=C(Cn1cc(C(F)(F)F)ccc1=O)NCCc1ccc(Cl)cc1Cl
→ 8	-9
> NC(N)=Nc1nc(-c2ccccc2)c2cc(F)ccc2n1
→ 43	-21
> O=C(CSc1nccn1Cc1ccco1)Nc1ccccc1
→ -10	-7
> Cc1cc(Sc2nc(N(C)C)nc(N(C)C)n2)nc(Cl)n1
→ 9	13
> CC(C)Oc1cccc(C(=O)C2CCCN(C(=O)c3ccoc3)C2)c1 (configuration not stated)
→ -7	0
> COc1ccc(N(CC(=O)Nc2cc(OC)ccc2OC)S(=O)(=O)c2c(C)nn(C)c2C)cc1
→ 7	-6
> CCN(CC)S(=O)(=O)c1ccc(N2CCOCC2)c(NC(=O)COc2ccc(C#N)cc2)c1
→ 5	2

# Rewritten with each value named: four of the compounds above
CC(C)Oc1cccc(C(=O)C2CCCN(C(=O)c3ccoc3)C2)c1 (configuration not stated)
  TAG inh: -7 | TAG inh DAPI viability: 0

CCN(CC)S(=O)(=O)c1ccc(N2CCOCC2)c(NC(=O)COc2ccc(C#N)cc2)c1
  TAG inh: 5 | TAG inh DAPI viability: 2

O=C(Nc1ncc(C(F)(F)F)cc1Cl)C1COc2ccccc2O1 (configuration not stated)
  TAG inh: -10 | TAG inh DAPI viability: -1

O=C(Cn1cc(C(F)(F)F)ccc1=O)NCCc1ccc(Cl)cc1Cl
  TAG inh: 8 | TAG inh DAPI viability: -9

# Additional records
# Every second line gives: TAG inh	TAG inh DAPI viability
> C=CC[N+]1(CC#Cc2ccccc2)CCCC1
→ -9	0
> CCN(C(=O)CSc1nc2ccccc2c(=O)n1-c1cccc(C)c1)C1CCS(=O)(=O)C1 (configuration not stated)
→ 8	-8
> CCn1c(SCC(=O)c2ccc(F)cc2)nnc1-c1ccoc1C
→ -15	-2
> Cc1cc(C(=O)NNS(=O)(=O)c2ccc(F)cc2)nn1C(C)(C)C
→ -5	0
> COc1ccc(OCC#CCN2CC(C)OC(C)C2)cc1 (configuration not stated)
→ -2	-4
> Cc1ccc(S(=O)(=O)N2CCN(Cc3ccccc3C(F)(F)F)CC2)cc1
→ -12	4
> CCOc1cccc2sc(NN)nc12
→ 13	10
> O=C(NNC(=O)c1csc(-c2cccnc2)n1)Nc1ccc(Cl)cc1
→ 4	-15
> CC(C)N1CCC(N2CCN(Cc3cccc4nonc34)CC2CCO)CC1 (configuration not stated)
→ 11	-6
> O=C(NC1CCCC1)C(c1ccsc1)N(Cc1ccco1)C(=O)Cc1cccs1 (configuration not stated)
→ -11	3

# Carrying on.
# Every second line gives: TAG inh	TAG inh DAPI viability
> CC/C(Cc1ccccc1)=N/NC(=O)CNC(=O)c1ccc(Cl)cc1Cl
→ 10	-1
> COc1cc(Br)cc(C2C3=C(CCCC3=O)N(c3ccc(F)cc3)C3=C2C(=O)CCC3)c1O
→ -2	2
> COc1c(/C=N/Nc2ccc(C(=O)O)cc2)c(CCN(C)C(C)=O)cc2c1OCO2
→ -2	5
> CCCCN(C(=O)c1cccc(-c2ccc(OC(C)=O)cc2)c1)c1c(N)n(CCC)c(=O)[nH]c1=O
→ 16	-7
> CCN1/C(=C/C=C/c2oc3ccc(-c4ccccc4)cc3[n+]2CC)Oc2ccc(-c3ccccc3)cc21
→ -500	-93
> O=C(O)c1ccc(Cl)c(S(=O)(=O)Nc2ccc3[nH]c(=O)[nH]c3c2)c1
→ -5	5
> NS(=O)(=O)c1ccc(CNC(=S)NC2CC2)cc1
→ 2	12
> Cc1c(C(=O)Nc2ccc(S(=O)(=O)N(C)C3CCN(C)CC3)cc2)oc2c(Cl)cccc12
→ 24	4
> C=CCOc1ccc(/C=C/C(=O)OCC(=O)N(C)CC(=O)Nc2ccccc2Cl)cc1
→ -2	4
> COCCn1nnnc1C(c1cccc(C(F)(F)F)c1)N1CCN(Cc2ccccc2)CC1 (configuration not stated)
→ -12	-2

# (next part)
# Every second line gives: TAG inh	TAG inh DAPI viability
> Cc1cc(C)cc(NC(=S)N2CCN(CCO)CC2)c1
→ 9	-11
> CC(C)CC(=O)Nc1nnc(SCC(=O)NCC2CCCO2)s1 (configuration not stated)
→ -3	2
> CCN(CC)c1nc(N(CC)CC)[nH]c(=O)n1
→ 2	-7
> CCOC(=O)C1CCCN(C(=O)Cn2cccc2C(=O)c2ccccc2)C1 (configuration not stated)
→ -16	-6
> Cc1ccc(S(=O)(=O)N(C)c2cc(S(=O)(=O)Nc3ccncc3)c(C)cc2C)cc1
→ -12	7
> CC1=Nc2cc(C(=O)NCC3CCCO3)ccc2Sc2ccc(Br)cc21 (configuration not stated)
→ -1	-6
> CCOC(=O)N1CCN(C(=O)c2ccc(Cl)nc2)CC1
→ 0	-3
> Nc1cc(N)cc(-c2nc3ccccc3[nH]2)c1
→ -9	1
> OC[C@@H]1CN(Cc2ccncc2)C[C@H](n2cnc3c(NCc4ccncc4)ncnc32)O1
→ 4	-5
> Fc1ccc(-n2cc(-c3ccccc3)[n+]3c2SCC3)cc1
→ -2	-6

# Other results
# Every second line gives: TAG inh	TAG inh DAPI viability
> Cc1c(C(=O)NCc2ccco2)oc2ccc(S(=O)(=O)N3CCC4(CC3)OCCO4)cc12
→ -19	9
> CCCCn1c(N)c(N(CCOC)C(=O)COC(=O)CSc2cc(C)c3ccccc3n2)c(=O)[nH]c1=O
→ 20	-4
> O=C(c1ccc(N2CCN(C3CC(=O)N(Cc4cccs4)C3=O)CC2)cc1)c1cccnc1 (configuration not stated)
→ -10	7
> CCC(C)(C)C1CCc2[nH]nc(C(=O)O)c2C1 (configuration not stated)
→ 9	-8
> O=C(CSC1CC(=O)N(CCc2ccccc2)C1=O)Nc1ccc(Br)cc1 (configuration not stated)
→ -18	-7
> O=C(NCc1ccco1)c1cc(S(=O)(=O)N2CCCCC2)ccc1Cl
→ -15	8
> O=C(CCNC(=O)c1ccccc1Cl)Nc1cc(C(F)(F)F)ccc1N1CCCC1
→ -2	1
> CCOc1ccc(S(=O)(=O)N2CCN(C(=O)C3CCC3)CC2)cc1
→ 6	3
> CC(C)COC(=O)c1cccc2c1-c1ccccc1/C2=N\O
→ -60	-1
> CCOC(=O)N1CCN(C(=S)NC(=O)C2CCCC2)CC1
→ 5	-2

# (next part)
# Every second line gives: TAG inh	TAG inh DAPI viability
> CCC(C(=O)Nc1cc(Cl)ccc1OC)c1ccccc1 (configuration not stated)
→ -15	-14
> Cc1ccc(N2C(S)=C(C#N)C(=O)NC2c2cccs2)cc1 (configuration not stated)
→ -1	-5
> O=c1c2ccccc2nnn1COc1cccc2ccccc12
→ -4	-4
> CCN(CC(=O)NC)S(=O)(=O)c1ccc(Br)cc1
→ -12	8
> CCc1ccc(-n2c(SCC(=O)NC3CCS(=O)(=O)C3)nc3ccccc3c2=O)cc1 (configuration not stated)
→ 9	-7
> CCCC(C)n1[nH]c(=O)c2c(C)cc(C)nc21 (configuration not stated)
→ -1	13
> CCC/C(O)=C1\C(=O)CCCC1=NCCc1ccc(OCC)c(OCC)c1
→ -10	-10
> C=CCn1c(C(CCCC)CC(O)COCCC)n[nH]c1=S (configuration not stated)
→ 8	2
> CC(=O)c1ccc(N2CCN(CC(=O)N(C3CC3)C3CCS(=O)(=O)C3)CC2)c(F)c1 (configuration not stated)
→ -9	3
> O=C(c1n[nH]c(=O)c2ccccc12)N1CCN(c2ccccc2)CC1
→ -6	-11

# Structures from the list above with a tert-butyl group:
# Every second line gives: TAG inh	TAG inh DAPI viability
> CCn1c(CNC(=O)C(C)(C)C)nc2ccccc21
→ 5	-7
> Cc1cc(C(=O)NNS(=O)(=O)c2ccc(F)cc2)nn1C(C)(C)C
→ -5	0

# Further structures follow.
# Every second line gives: TAG inh	TAG inh DAPI viability
> O=C(O)/C=C/C(=O)N1CCc2ccccc21
→ 5	-3
> O=C(NCc1cccnc1)c1cc(C2CCCCN2C(=O)c2ccc(Cl)cc2)on1 (configuration not stated)
→ 10	-22
> CCC(=O)c1ccc(OCC(=O)OCC(=O)NCCCc2ccccc2)cc1
→ -6	-1
> O=[N+]([O-])c1ccccc1S(=O)(=O)Nc1nc2ccccc2s1
→ -11	0
> CC1CN(C(=O)COC(=O)Cc2c(F)cccc2Cl)CC(C)O1 (configuration not stated)
→ 3	-10
> Cc1ccc(S(=O)(=O)N2CCC(C(=O)N3CCN(c4ccccn4)CC3)CC2)cc1C
→ -2	2
> CN1CCN(CCCC(=O)c2ccc(F)cc2)CC1
→ -5	6
> Cc1ccc(OCC(=O)Nc2cc(NC(=O)COc3ccc(C)cc3)cc(C(=O)O)c2)cc1
→ 0	5
> C1CCN2CC3CC(CN4CCCC[C@@H]34)[C@H]2C1
→ 1	-4
> COc1ccccc1C(CNC(=O)CSc1ccc2ccccc2c1)N(C)C (configuration not stated)
→ 1	9
> O=C(CN1CCN(C2CCCCC2)CC1)Nc1ccc(Br)cc1
→ -5	4
> CC(=O)Nc1ccc(SC[C@H](Cc2ccccc2)N2CC[C@@H](C(C)(C)C)CCC2=O)cc1
→ -8	-7
